TrxR1 substrate = is turned over as a substrate by rat TrxR1; purified TrxR1 substrate turnover, NADPH consumption readout; 0.01% of 390,000 active; Potency, µM (top dose mostly 114 µM), for the others: at the highest dose activity change, negative = substrate turnover; note: potency is the fitted concentration of half-maximal effect; % is set by controls: 0 for no effect and ±100 for the full control effect; nearly all actives have a fitted effect of over 50% in size
Target sequence (O89049 whole entry, looked up): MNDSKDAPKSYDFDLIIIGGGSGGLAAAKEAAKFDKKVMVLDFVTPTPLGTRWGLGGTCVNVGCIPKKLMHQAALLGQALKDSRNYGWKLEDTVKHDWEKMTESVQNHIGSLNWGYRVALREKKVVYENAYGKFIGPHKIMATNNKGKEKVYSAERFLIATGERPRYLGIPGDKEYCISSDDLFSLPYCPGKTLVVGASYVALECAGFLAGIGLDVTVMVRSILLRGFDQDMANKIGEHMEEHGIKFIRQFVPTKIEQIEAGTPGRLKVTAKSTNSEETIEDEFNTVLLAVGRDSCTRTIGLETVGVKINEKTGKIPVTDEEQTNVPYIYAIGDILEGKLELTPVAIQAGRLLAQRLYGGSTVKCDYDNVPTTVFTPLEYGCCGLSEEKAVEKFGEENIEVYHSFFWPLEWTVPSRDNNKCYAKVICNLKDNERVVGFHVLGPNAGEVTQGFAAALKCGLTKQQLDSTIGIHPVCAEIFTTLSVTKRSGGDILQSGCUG
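Rat TrxR1, dispensed at 90 nM, was prereduced with 400 uM NADPH (final) for 5 min at ~22 deg C, then incubated with compound 15 min before 400 uM selenite. A first-read NADPH fluorescence drop versus no-compound background flagged substrates.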
TRHR ag = agonists of human TRH receptor; P34981; TRHR cells, calcium flux fluo-8, FDSS agonist mode; activation, % at 2 µM; 0.18% of 360,000 active; in the data active = activation above about 30%; note: 0% is about no effect
Target sequence (P34981 whole entry, looked up): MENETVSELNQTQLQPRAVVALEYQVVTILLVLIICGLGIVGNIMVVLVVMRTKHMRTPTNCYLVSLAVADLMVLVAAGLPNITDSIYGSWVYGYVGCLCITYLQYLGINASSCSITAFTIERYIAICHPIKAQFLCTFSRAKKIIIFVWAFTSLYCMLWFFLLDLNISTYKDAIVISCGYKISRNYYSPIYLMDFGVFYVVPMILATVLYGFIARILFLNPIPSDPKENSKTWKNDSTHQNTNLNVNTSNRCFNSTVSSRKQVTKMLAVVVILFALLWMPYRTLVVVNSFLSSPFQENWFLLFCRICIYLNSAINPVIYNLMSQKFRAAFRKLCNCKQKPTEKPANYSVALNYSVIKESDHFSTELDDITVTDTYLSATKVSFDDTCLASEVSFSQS
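In this calcium-flux screen, cells bearing human TRHR are dye-loaded with fluo-8, baselined for 10 cycles, then exposed to library compounds; positive kinetic calcium responses during the agonist phase mark hits, with TRH as control.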
D2 antag = antagonists of human D2 dopamine receptor; P14416; HEK293 TREx D2 cells, calcium flux, dopamine EC80; inhibition, % at 10 µM; 2% of 340,000 active; AID 485344; in the data active = inhibition above about 30%; note: 0% is about no effect
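Antagonism is scored as inhibition of an EC80 dopamine-evoked calcium signal in a force-coupled, tetracycline-inducible HEK293 T-REx D2 line, with compound present 180 s before agonist.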
Pin1 inh = human Pin1 inhibition; Q13526; Pin1 FP peptide displacement, HiFluor488, 10 min; Potency, µM (series often up to 115 µM), for the others: at the highest dose activity, negative = inhibition, usual class: inhibitors; 0.009% of 390,000 active; AID 504891; active = well fitted inhibition curve with a large enough effect in the polarisation, with a control signal flat, not every such curve was filed as active; inconclusive = small, poorly fitted or top-dose-only effect, or effect the other way, or a change in a side signal; inactive = no such curve, though single readings can be large or run the other way; the % refers to the polarisation; note: potency is the fitted concentration of half-maximal effect; % is set by controls: 0 for no effect and ±100 for the full control effect
Target sequence (Q13526 whole entry, looked up): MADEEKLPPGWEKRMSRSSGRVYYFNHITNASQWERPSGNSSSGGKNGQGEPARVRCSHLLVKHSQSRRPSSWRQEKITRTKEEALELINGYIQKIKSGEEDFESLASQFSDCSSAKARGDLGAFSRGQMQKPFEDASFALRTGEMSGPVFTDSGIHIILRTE
IDH1 R132H inh = inhibitors of human mutant IDH1 R132H; Potency, µM (top dose mostly 76.6 µM), for inactives: at the top dose activity change, negative = inhibition, actives largely listed as inhibitors; IDH1-R132H enzyme, NADPH consumption, diaphorase/resazurin fluorescence; 0.093% of 390,000 active; O75874; note: potency is the fitted concentration of half-maximal effect; % is set by controls: 0 for no effect and ±100 for the full control effect; nearly all actives have a fitted effect of over 65% in size
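IDH1-R132H (0.5 ug/mL dispensed) in pH 7.5 Tris buffer was preincubated 30 min with compound, then given a substrate mix of 0.016 mM NADPH and 2 mM alpha-KG for 80 min at room temperature; remaining NADPH was read by diaphorase/resazurin fluorescence.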
USP1-UAF1 inh = USP1/UAF1 (human) deubiquitinase inhibition | O94782 | 0.23% of 390,000 active | Potency, µM (highest dose often 57.1 µM), for inactives: at the top dose activity change, negative = inhibition, hits mostly inhibitors | AID 743255 | recombinant USP1/UAF1, Ub-Rhodamine cleavage fluorescence; note: potency is the fitted concentration of half-maximal effect; % is set by controls: 0 for no effect and ±100 for the full control effect; nearly all actives have a fitted effect of over 60% in size; inactives centre near -12
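Step one: compound is pinned into 1nM USP1/UAF1 in HEPES pH 7.8 buffer with TCEP. Step two: 15 min room-temperature incubation. Step three: Ub-Rho (150nM final) starts cleavage, tracked by fluorescence over six one-minute reads.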
TrxR1 inh = inhibitors of rat thioredoxin reductase 1; Potency, µM (highest dose often 114 µM), without a hit: at the top dose activity change, negative = inhibition, hits mostly inhibitors; 1% of 390,000 active; O89049; recombinant rTrxR1, NADPH fluorescence consumption, selenite substrate; note: potency is the fitted concentration of half-maximal effect; % is set by controls: 0 for no effect and ±100 for the full control effect; nearly all actives have a fitted effect of over 65% in size
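Rat TrxR1 (90 nM in the dispensed reagent) was pre-reduced with 400 uM NADPH for 5 min at room temperature, then incubated with compound for 15 min. After 400 uM selenite was added, NADPH fluorescence (Ex 340/Em 450 nm) was followed for 8 min.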
TRHR enhancer = allosteric enhancers of human TRH receptor | TRHR cells, fluo-8 calcium fluorescence, EC20 TRH enhancement | enhancement, % at 2 µM | P34981 | 0.66% of 360,000 active; in the data active = enhancement above about 30%; note: 0% is about no effect
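Enhancer read-out: after compound pinning and an initial kinetic agonist-mode read, an EC20 of TRH (10 nM final) was injected and fluo-8 calcium signal (Ex 480/Em 530) followed at 1 s/cycle for 100 cycles in TRHR-expressing cells.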
D2 agonist = agonists of human D2 dopamine receptor | P14416 | HEK293 T-REx D2 cells, calcium flux agonist mode | activation, % at 2 µM | 0.53% of 340,000 active | AID 485358;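 active = activation over 3 SD above normal in the single-dose calcium agonist read, cut at about 30% in these data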; note: 0% is about no effect
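HEK293 Trex D2 cells, tetracycline-induced, o/n 30 C 5% CO2; no-wash Ca dye, RT 30–90 min; 10-cycle baseline, 23 nl cpd added, kinetic Ca read 180 s; agonist hits = positive Ca response.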
The depositor's hits bear a star; [ ] = another dose, or the depositor's remark. Unless noted, calls come from the whole dose curve; as a rule, active = well fitted inhibition curve with a large enough effect; inconclusive = small, poorly fitted or top-dose-only effect; inactive = no such curve, though single readings can be large or run the other way.

What do the screens show for `Cc1ccc(S(=O)(=O)Cc2c(C)noc2C)cc1`?
TrxR1 substrate: -4%; TRHR ag: 1.6; D2 antag: -10; Pin1 inh: -3%; IDH1 R132H inh: 0%; USP1-UAF1 inh: -7%; TrxR1 inh: -2%; TRHR enhancer: -1; D2 agonist: 0.4

How did O=C(c1ccccc1)N1CCN(c2ncccn2)CC1 do in these assays?
TrxR1 substrate: 6%; TRHR ag: -0.2; D2 antag: 16; Pin1 inh: -2%; IDH1 R132H inh: 2%; USP1-UAF1 inh: -11%; TrxR1 inh: 11%; TRHR enhancer: 2; D2 agonist: -0.3

What do the screens show for `CCC(=O)Nc1nc(N)n(-c2ccccc2)n1`?
TrxR1 substrate: 14%[57.1 µM]; TRHR ag: 0.1; D2 antag: 7; Pin1 inh: 1%; IDH1 R132H inh: -2%; USP1-UAF1 inh: -3%; TrxR1 inh: 11%[57.1 µM]; TRHR enhancer: 1; D2 agonist: 0.4

What do the screens show for `CC(C)[C@H](N)c1nnc(SC/C=C/c2ccccc2)o1`?
TrxR1 substrate: -2%; TRHR ag: -0.5; D2 antag: -18; Pin1 inh: 1%; IDH1 R132H inh: 3%; USP1-UAF1 inh: 5%; TrxR1 inh: -10%; TRHR enhancer: 6; D2 agonist: -0.1

Results for CSc1ncc(C(C)=O)c(C)n1 ?
TrxR1 substrate: 3%; TRHR ag: 0.2; D2 antag: 9; Pin1 inh: -2%; IDH1 R132H inh: -2%; USP1-UAF1 inh: -19%; TrxR1 inh: 13%; TRHR enhancer: -3; D2 agonist: 1.3

What do the screens show for `O=C(NCCCN1CCCC1)c1ccc2c(c1)N(Cc1ccccc1)CCS2`?
TrxR1 substrate: 211%[activator]; TRHR ag: 0.5; D2 antag: -9; Pin1 inh: -3%; IDH1 R132H inh: 3%; USP1-UAF1 inh: -13%; TrxR1 inh: 68%[activator]; TRHR enhancer: 18; D2 agonist: 0.1

How did COc1ccc(OC)c(NC(=O)CNC(=O)Cn2c(C)cc3ccccc3c2=O)c1 do in these assays?
TrxR1 substrate: 20%[57.1 µM]; TRHR ag: -1.0; D2 antag: -2; Pin1 inh: -1%; IDH1 R132H inh: 5%; USP1-UAF1 inh: -11%; TrxR1 inh: 17%[57.1 µM]; TRHR enhancer: 12; D2 agonist: -0.4

How did Cc1cc(Br)ccc1SCC(=O)OC/C(O)=C(\C#N)c1nc2ccccc2[nH]1 do in these assays?
TrxR1 substrate: 8%; TRHR ag: 0.2; Pin1 inh: inconclusive; IDH1 R132H inh: 3%; USP1-UAF1 inh: -18%; TrxR1 inh: 31%; TRHR enhancer: -3

Results for Fc1ccc(Oc2ccnc(Cl)n2)c(Cl)c1 ?
TrxR1 substrate: 8%; Pin1 inh: -2%; IDH1 R132H inh: 9%; USP1-UAF1 inh: -10%; TrxR1 inh: 16%

How did CC(C)(C)C(=O)Nc1nnc(SCC(=O)NC2CCCC2)s1 do in these assays?
TrxR1 substrate: -7%; TRHR ag: -0.8; D2 antag: 0; Pin1 inh: -6%; IDH1 R132H inh: 3%; USP1-UAF1 inh: -9%; TrxR1 inh: -3%; TRHR enhancer: 10; D2 agonist: -0.1

How did CCOC(=O)C1(CCc2ccccc2)CCN(C(=O)CCc2cnn(C)c2)CC1 do in these assays?
TrxR1 substrate: 4%; TRHR ag: -2.0; D2 antag: 7; Pin1 inh: -4%; IDH1 R132H inh: -9%; USP1-UAF1 inh: -2%; TrxR1 inh: 31%; TRHR enhancer: 4; D2 agonist: -1.5

What do the screens show for `O=C(NCc1ccccc1)c1cc2ccc(O)cc2oc1=O`?
TRHR ag: 2.1; D2 antag: -17; Pin1 inh: -1%; IDH1 R132H inh: 6%; USP1-UAF1 inh: -2%; TrxR1 inh: -100%; TRHR enhancer: -1; D2 agonist: 0.1

How did CN1CCc2nc3sc(C(=O)Nc4c(F)cccc4F)c(N)c3cc2C1 do in these assays?
TrxR1 substrate: 6%; TRHR ag: 0.0; Pin1 inh: 23%; IDH1 R132H inh: 29%; USP1-UAF1 inh: inconclusive; TrxR1 inh: -8%; TRHR enhancer: 23; D2 agonist: -0.7

What do the screens show for `O=C(O)CCc1ncc(C(F)(F)F)cc1Cl`?
TrxR1 substrate: 5%; TRHR ag: -0.4; D2 antag: -11; Pin1 inh: -8%; IDH1 R132H inh: 8%; USP1-UAF1 inh: -4%; TrxR1 inh: 16%; TRHR enhancer: -3; D2 agonist: 0.0

What do the screens show for `COc1ccc(-c2noc(-c3ccc(N4CCN(c5ccc(OC)cc5)CC4)c([N+](=O)[O-])c3)n2)cc1`?
TrxR1 substrate: -4%; TRHR ag: 0.1; Pin1 inh: 9%; IDH1 R132H inh: 4%; USP1-UAF1 inh: -15%; TrxR1 inh: 9%; TRHR enhancer: -6; D2 agonist: -0.9

What do the screens show for `COc1ccc(NC(=O)COc2ccc(/C=N/NC(=O)c3cccnc3)cc2OC)cc1`?
TrxR1 substrate: 37%[activator]; TRHR ag: -0.1; D2 antag: -16; Pin1 inh: 8%; IDH1 R132H inh: 11%; USP1-UAF1 inh: -13%; TrxR1 inh: 57%[activator]; TRHR enhancer: -4; D2 agonist: 0.0

Results for Cc1cc(OCC(=O)Nc2cc(-c3nc4ncccc4o3)ccc2C)ccc1Cl ?
TrxR1 substrate: 12%; TRHR ag: 0.3; Pin1 inh: 4%; IDH1 R132H inh: 0%; USP1-UAF1 inh: -9%; TrxR1 inh: 13%; TRHR enhancer: -12; D2 agonist: -0.8

How did CCOC(=O)C(Cc1c(F)cccc1F)(NC(C)=O)C(=O)OCC do in these assays?
TrxR1 substrate: 1%; TRHR ag: 0.1; D2 antag: 3; Pin1 inh: 0%; IDH1 R132H inh: 0%; USP1-UAF1 inh: -11%; TrxR1 inh: 4%; TRHR enhancer: 1; D2 agonist: 0.4

Results for Cc1ccc(C(=O)NCC(=O)OC(C)C(=O)Nc2ccc(N(C)C)cc2)s1 (stereo not given) ?
TrxR1 substrate: 4%; TRHR ag: -0.2; D2 antag: -5; Pin1 inh: 0%; IDH1 R132H inh: 16%; USP1-UAF1 inh: -7%; TrxR1 inh: 6%; TRHR enhancer: 6; D2 agonist: -0.2

Results for O=C(c1ccc(Cn2cnnn2)cc1)N1CCCC(Nc2ccc(F)cc2)C1 (stereo not given) ?
TrxR1 substrate: 11%[57.1 µM]; TRHR ag: 0.2; D2 antag: 3; Pin1 inh: -5%; IDH1 R132H inh: 0%; USP1-UAF1 inh: -13%; TrxR1 inh: 18%[57.1 µM]; TRHR enhancer: -3; D2 agonist: -0.3

What do the screens show for `CN(C(=O)c1ccc2nccnc2c1)C1CCCCC1`?
TrxR1 substrate: -11%; TRHR ag: 0.1; D2 antag: -4; Pin1 inh: 6%; IDH1 R132H inh: -12%; USP1-UAF1 inh: -23%; TrxR1 inh: -3%; TRHR enhancer: -9; D2 agonist: -1.2

What do the screens show for `Cc1ccc(S(=O)(=O)N2CCc3ccccc3CC2)cc1`?
TrxR1 substrate: -14%; Pin1 inh: 4%; IDH1 R132H inh: -6%; USP1-UAF1 inh: -6%; TrxR1 inh: 2%

What do the screens show for `O=C(NCc1ccccc1CN1CCCC1)c1cccc(S(=O)(=O)Nc2ccc(F)cc2)c1`?
TrxR1 substrate: -7%; TRHR ag: 1.1; D2 antag: 62*; Pin1 inh: 1%; IDH1 R132H inh: 2%; USP1-UAF1 inh: -11%; TrxR1 inh: 4%; TRHR enhancer: 2; D2 agonist: 1.9

How did COc1ccc(CCC(=O)Nc2ccc3c(c2)OCCO3)cc1 do in these assays?
TrxR1 substrate: -5%[57.1 µM]; TRHR ag: -0.6; D2 antag: -21; Pin1 inh: inconclusive; IDH1 R132H inh: -1%; USP1-UAF1 inh: -21%; TrxR1 inh: 1%[57.1 µM]; TRHR enhancer: -1; D2 agonist: -0.7

How did CC(C)(C)c1ccc(OCC(O)CN2CCN(C(=O)c3ccccc3)CC2)cc1 (stereo not given) do in these assays?
TrxR1 substrate: -2%; TRHR ag: -0.2; D2 antag: 4; Pin1 inh: -9%; IDH1 R132H inh: -4%; USP1-UAF1 inh: -16%; TrxR1 inh: 21%; TRHR enhancer: 2; D2 agonist: 0.8

Results for CCCCCCNC(=O)Nc1ccccc1 ?
TrxR1 substrate: -11%; TRHR ag: -0.3; D2 antag: 0; Pin1 inh: -8%; IDH1 R132H inh: 4%; USP1-UAF1 inh: -2%; TrxR1 inh: 0%; TRHR enhancer: -1; D2 agonist: 0.8

Results for Cc1nc(Nc2ccc(O)cc2)c2c3c(sc2n1)CCCC3 ?
TrxR1 substrate: -4%; TRHR ag: -0.6; D2 antag: -11; Pin1 inh: inconclusive; IDH1 R132H inh: 6%; USP1-UAF1 inh: -17%; TrxR1 inh: 5%; TRHR enhancer: 8; D2 agonist: 0.3

How did COCCOc1ccc(C(F)(F)F)cc1NC(=O)COC(=O)C12CC3CC(CC(O)(C3)C1)C2 do in these assays?
TrxR1 substrate: 4%; TRHR ag: 2.3; Pin1 inh: -9%; IDH1 R132H inh: 4%; USP1-UAF1 inh: -8%; TrxR1 inh: 11%; TRHR enhancer: 2

3 compounds from above, sorted by SMILES length, lowest first:
What do the screens show for `CC(C)[C@H](N)c1nnc(SC/C=C/c2ccccc2)o1`?
TrxR1 substrate: -2%; TRHR ag: -0.5; D2 antag: -18; Pin1 inh: 1%; IDH1 R132H inh: 3%; USP1-UAF1 inh: 5%; TrxR1 inh: -10%; TRHR enhancer: 6; D2 agonist: -0.1

What do the screens show for `O=C(NCCCN1CCCC1)c1ccc2c(c1)N(Cc1ccccc1)CCS2`?
TrxR1 substrate: 211%[activator]; TRHR ag: 0.5; D2 antag: -9; Pin1 inh: -3%; IDH1 R132H inh: 3%; USP1-UAF1 inh: -13%; TrxR1 inh: 68%[activator]; TRHR enhancer: 18; D2 agonist: 0.1

What do the screens show for `O=C(NCc1ccccc1CN1CCCC1)c1cccc(S(=O)(=O)Nc2ccc(F)cc2)c1`?
TrxR1 substrate: -7%; TRHR ag: 1.1; D2 antag: 62*; Pin1 inh: 1%; IDH1 R132H inh: 2%; USP1-UAF1 inh: -11%; TrxR1 inh: 4%; TRHR enhancer: 2; D2 agonist: 1.9

High-throughput results from PubChem.

Some of the compounds tested (hit frequency here may not be typical).
